# SW480 rereplic: inducers of DNA re-replication in SW480 colon cancer cells; Potency, µM (titrated, usually from 46.1 µM), inactives show at the highest dose re-replication activation, usual class: activators; SW480 DNA re-replication, Hoechst DNA content imaging, 48 h; 1.8% of 340,000 active; AID 624297; further: potency means the concentration at half of the fitted maximal effect; % of control where 0% means no effect; nearly all actives have a fitted effect of over 55% in size
#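 Compounds, transferred as 23 nL by pin tool, were incubated with cells for 48 hr; DNA content per nucleus was then quantified by Hoechst staining and fluorescence plate imaging.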
# KB-V1 MDR tox: kills drug-selected multidrug resistant KB-V1 cells; KB-V1 MDR cells viability, CellTiter-Glo, 72 h; Potency, µM (highest dose often 46.1 µM), for inactives: at the highest dose activity change, negative = cytotoxicity, usual class: cytotoxic; 3.4% of 400,000 active; AID 1347076; further: potency means the concentration at half of the fitted maximal effect; on the % scale 0 is the no-effect control and ±100 the full control effect; nearly all actives have a fitted effect of over 60% in size
#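 Following 72 h at 37 degrees C with compound, KB-V1 cell viability was read by CellTiter-Glo luminescence, medium being phenol-red-free DMEM plus 10% FBS; concentration-response parameters came from normalized, curve-fitted qHTS data.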
# MCF10A rereplic: inducers of DNA re-replication in MCF 10A breast cells. AID 624296. 2.9% of 350,000 active. MCF 10A DNA re-replication, Hoechst nuclear intensity, 48 h. Potency, µM (top dose mostly 46.1 µM), without a hit: at the top dose activity, positive = re-replication, most hits filed as activators; further: potency means the concentration at half of the fitted maximal effect; % of control where 0% means no effect; nearly all actives have a fitted effect of over 50% in size
# IL1B secr inh: inhibitors of inflammasome signaling (IL-1 beta secretion); activity change, % at 57.5 µM; THP-1 LPS/ATP IL-1B secretion, AlphaLISA, 16 h; stronger effect = lower value; AID 743279; 4.7% of 360,000 active; in the data active means activity change below about -50%; inconclusive means mostly about -30% to -49%; further: on the % scale 0 is the no-effect control and ±100 the full control effect
#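 THP-1 cells pretreated 1 hr with compounds (up to 57.5 uM final), then stimulated with LPS (250 ng/mL final) plus ATP (1.25 mM final); secreted IL-1B measured by AlphaLISA after 16 hr, decreased signal indicating inhibition.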
# HT1080-NT tox: kills 2HG-producing HT-1080-NT fibrosarcoma cells | HT-1080-NT fibrosarcoma viability, CellTiter-Glo ATP luminescence, 48 h | Potency, µM (top dose mostly 46.1 µM), for the others: at the top dose activity, negative = less viability, actives largely listed as cytotoxic | 1.6% of 360,000 active;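 further: NT is the 2HG producing partner of a matched IDH1 knockdown line; potency means the concentration at half of the fitted maximal effect; 0% = DMSO-treated cells and -100% = media-only wells without cells; nearly all actives have a fitted effect of over 55% in size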
#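 Read-out is CellTiter-Glo luminescence after 10 minutes at room temperature, following 48 hours' compound treatment of HT-1080-NT cells (750 cells/well, RPMI, 5% FBS, 37 degrees C).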
# HT1080 IDH1KD tx: HT-1080 IDH1 knockdown cell toxicity (counter line). HT-1080 IDH1 knockdown viability, ATP luminescence, 48 h. Potency, µM (top dose mostly 46.1 µM), for the others: top-dose activity, negative = toxicity, hits mostly cytotoxic. 2% of 360,000 active. AID 686971;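 further: potency means the concentration at half of the fitted maximal effect; 0% = DMSO wells and -100% = cell-free medium wells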
#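 Luminescent ATP read-out (CellTiter-Glo, 10 min at room temperature) after 48 h compound exposure at 37 °C gave viability of IDH1-knockdown HT-1080 cells. Activity was normalised to DMSO and cell-free wells, then fitted as concentration-response curves.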
# HEK293 tox: cytotoxic in the GLP-1 receptor inverse agonist counter-screen; HEK293 cAMP-luciferase reporter cells, luminescence, 24 h; Potency, µM (series often up to 38.3 µM), inactives show at the highest dose activity change, negative = inhibition, most hits filed as inhibitors; 0.13% of 410,000 active; AID 624418;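 further: loss of luciferase light is scored as toxicity; potency means the concentration at half of the fitted maximal effect; on the % scale 0 is the no-effect control and ±100 the full control effect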
#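 Luminescence readout: signal drop marks cytotoxicity. Plated cells grew 12 h at 37 °C, 5% CO2, received 23 nL compound for 24 h, then got luciferase reagent, read after 12 min at RT.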
# D3 ag: D3 dopamine receptor (human) agonism | D3R DiscoveRx beta-arrestin cells, luminescence, 90 min | 0.58% of 410,000 active | max activation, % | P35462 | AID 652048; in the data active means max activation above about 30%; further: 0% is about no effect; mostly tested at two doses, the higher about 12 µM
# Target sequence (P35462 whole entry, looked up): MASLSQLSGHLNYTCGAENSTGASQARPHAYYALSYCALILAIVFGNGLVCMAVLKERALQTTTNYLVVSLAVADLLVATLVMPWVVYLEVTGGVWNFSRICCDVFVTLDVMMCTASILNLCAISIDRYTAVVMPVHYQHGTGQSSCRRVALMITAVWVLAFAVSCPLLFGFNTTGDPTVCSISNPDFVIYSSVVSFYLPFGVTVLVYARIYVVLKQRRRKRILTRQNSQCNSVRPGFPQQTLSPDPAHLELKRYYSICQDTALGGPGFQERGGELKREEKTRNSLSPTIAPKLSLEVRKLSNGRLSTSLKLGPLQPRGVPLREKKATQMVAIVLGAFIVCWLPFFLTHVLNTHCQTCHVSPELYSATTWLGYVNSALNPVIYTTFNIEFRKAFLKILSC
#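 Cells at 1500/well, incubated overnight, then treated with pinned compounds (dopamine as control) for 90 min at 37 degrees C. DiscoveRx reagent added for 30 - 60 minutes at room temperature; luminescence read.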
# KB-3-1 tox: KB-3-1 parental cell cytotoxicity. KB-3-1 viability, CellTiter-Glo ATP luminescence, 72 h. Potency, µM (titrated, usually from 46.1 µM), for inactives: at the highest dose activity change, negative = cytotoxic, hits mostly cytotoxic. 1.4% of 400,000 active; further: potency means the concentration at half of the fitted maximal effect; on the % scale 0 is the no-effect control and ±100 the full control effect; nearly all actives have a fitted effect of over 60% in size
#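 Multi-concentration cytotoxicity screen in KB-3-1 cells grown in DMEM lacking phenol red with 10% FBS. After 72 h at 37 °C with compound, ATP-dependent luminescence was recorded.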
# * = called active by the depositor; u = inconclusive; x = no result given; [ ] = dose if it differs, or a comment. Unless noted, the call rests on the fitted dose curve; in most records, active means well fitted curve in the direction sought with a large enough effect; inconclusive means small, poorly fitted or top-dose-only effect, or another doubt; inactive means no such curve, though single readings can be large; an effect the other way counts as inactive or inconclusive. Compounds were not picked by outcome; any-hit rate near 11%.
SMILES,SW480 rereplic,KB-V1 MDR tox,MCF10A rereplic,IL1B secr inh,HT1080-NT tox,HT1080 IDH1KD tx,HEK293 tox,D3 ag,KB-3-1 tox
c1ccc2c(c1)ccc1nnc(SCc3ccc4c(c3)OCO4)n12,1%,-21%,6%,-13,1%,14%,-11%,-3,6%
O=C(/C=C(\O)c1ccccc1)C(=O)NNC(=O)c1ccccc1[N+](=O)[O-],u,15%,-2%,5,-4%,-2%,-1%,-9,0%
O=C1C2C3C=CC(C3)C2C(=O)N1c1ccc(-c2nc3ccccc3o2)cc1 (stereo not given),0%,7%,-5%,11,23%,8%,-8%,-7,12%
O=C(C[C@H]1C/C=C\CC[C@@H](Cc2ccc(F)cc2)C(=O)OCCNC1=O)NCCO,-5%,0%,-8%,2,6%,8%,12%,11,11%
Cc1cc([N+](=O)[O-])nn1Cc1ccc(F)cc1,1%,-6%,-11%,41,1%,0%,5%,3,7%
O=C(CN1C(=O)NC(Cc2c[nH]c3ccccc23)C1=O)Nc1cccc(S(=O)(=O)N2CCOCC2)c1 (stereo not given),-31%[inhibitor],16%,13%,35,28%,-3%,0%,2,11%
CC(C)NC(=O)C1(C)CCCCCN1C(=O)c1ccc(-c2ccccc2)cc1 (stereo not given),x,-1%,x,-3,-5%,12%,1%,2,0%
O=C(Nc1ccc(S(=O)(=O)N2CCCC2)cc1)C1CCCCC1,-1%,u,5%,1,0%,0%,-2%,2,-10%
CC(=O)Nc1ccc(CN(C)c2c(C)nc3ccc(C(=O)NC4CCN(Cc5ccccc5)CC4)cn23)cc1,x,-6%,x,-11,u,u,-30%,-1,-22%
Cc1cccc(C)c1NC(=O)C1(C)CN(S(C)(=O)=O)CC(=O)N1Cc1cccc(F)c1 (stereo not given),x,-3%,x,10,20%,13%,-7%,-1,3%
COc1ccc(-c2csc(N)n2)cc1F,-53%[inhibitor],u,u,-3,8%,16%,1%,-2,-20%
COc1ccc(/C(C)=N\NC(=O)C(c2ccncc2)N2CCOCC2)cc1 (stereo not given),u,4%,0%,-11,1%,-2%,0%,-4,10%
Cc1cccc(N2CCN(C(=O)CCS(=O)(=O)c3ccc4c(c3)CC(=O)N4C)CC2C)c1 (stereo not given),x,-3%,x,x,x,x,2%,7,-21%
Cc1cc(CNC(=O)COc2ccccc2)c2ccccc2n1,-6%,u,6%,53,-2%,-17%,-3%,7,u
CSc1ccc(CCNC(=O)c2ccc3c(Cl)c4c(nc3c2)CCCC4)cc1,x,6%,x,x,x,x,-3%,-1,1%
Cc1ccccc1C(=O)OCC(=O)N(C)c1c(N)n(Cc2ccccc2)c(=O)[nH]c1=O,8%,u,-1%,-4,3%,3%,-3%,5,4%
O=C(CCCNS(=O)(=O)c1cccs1)N1CCN(c2ccc(F)cc2)CC1,6%,u,16%,38,23%,9%,-11%,0,-23%
Cc1ccc(C)c(NS(=O)(=O)c2cc3c4c(c2)C(C)C(=O)N4CCC3)c1 (stereo not given),x,-11%,x,x,x,x,-9%,-18,-2%
COc1cc(NC(=O)Nc2c[nH]c(=O)[nH]c2=O)cc(OC)c1OC,x,u,x,x,x,x,-13%,6,4%
CCCS(=O)(=O)c1c(S(=O)(=O)CCC)c2c(N)cccn2c1C(=O)c1ccc(OC)cc1,11%,-9%,20%,-16,-16%,-20%,21%[7.66 µM],0,-2%
Cc1nnc(SCC(=O)NCc2ccccc2Cl)[nH]c1=O,-1%,21%,2%,14,3%,16%,-5%,7,0%
CNC(=O)C1CC(=O)N(CCCc2ccccc2)C(=Nc2ccccc2)S1 (stereo not given),-10%,u,6%,0,13%,7%,2%,-5,2%
Cc1ccc(NC(=O)N2CCCC2C(=O)NCc2cccs2)cc1 (stereo not given),-21%,0%,1%,11,-3%,4%,-2%,4,19%
CCOC(=O)NC(=O)COC(=O)CNC(=O)c1ccc(OCC)c(OCC)c1,1%,11%,-1%,3,18%,29%,7%,4,7%
CCCCn1cc(S(=O)(=O)c2ccc(OC)cc2)c(=O)c2cc(F)c(N3CCOCC3)cc21,x,-5%,x,x,x,x,-3%,-9,-14%
CC1CCC2(CC1)NC(=O)N(CC(=O)NCc1ccc(F)cc1)C2=O (stereo not given),-5%,20%,3%,-10,1%,0%,4%,-1,4%
CCN(CC(=O)Nc1cc(Cl)ccc1C)C(=O)CSCc1c(C)noc1C,6.5µM*,0%,9%,-4,-3%,-2%,5%,-11,-10%
CCOc1ccccc1C1C(C(=O)Nc2ccccc2)=C(C)Nc2nc(SCC(=O)c3ccc(C)cc3)nn21 (stereo not given),x,0%,x,x,x,x,1%,-10,0%
CCOC(=O)c1cc(-c2ccccc2)sc1NC(=O)CSc1nnc(N)s1,-12%,u,5%,22,-19%,-19%,0%,13,2%
COc1cccc(CN(C)CC(=O)Nc2ccccc2C(=O)NC2CC2)c1,-4%,4%,-5%,-11,2%,5%,-26%,0,0%
O=C(c1cnc2ccccc2n1)N1CCN(c2ccc(C(F)(F)F)cn2)CC1,0%,11%,1%,45,4%,0%,2%,-7,17%
O=S(=O)(Nc1ccc(NS(=O)(=O)c2ccccc2)c(Cl)c1)c1ccccc1,5%,-1%,26%,5,-3%,-5%,0%,2,-3%
Cc1ccc(C)c(N2N=C(C(=O)OCc3nnc(-c4ccccc4)o3)CCC2=O)c1,-1%,-7%,1%,5,2%,-7%,6%,-20,-13%
Cc1ccn2c(NC3CCCCC3)c(-c3ccc(SC4CCCCC4)cc3)nc2c1,x,18µM*,x,42,9%,2%,1%,5,u
COc1ccc(NC(=O)CN2CCCC(C)C2)c([N+](=O)[O-])c1 (stereo not given),2%,u,10%,-14,6%,6%,-14%,-2,-4%
COc1ccc(C(=O)NCC(=O)OCC(=O)Nc2cc(OC)ccc2OC)cc1,6%,2%,1%,-5,-12%,-12%,-8%,-4,-4%

# Only SW480 rereplic and HEK293 tox (3 entries from above):
SMILES	SW480 rereplic	HEK293 tox
CCN(CC(=O)Nc1cc(Cl)ccc1C)C(=O)CSCc1c(C)noc1C	6.5µM*	5%
CCOc1ccccc1C1C(C(=O)Nc2ccccc2)=C(C)Nc2nc(SCC(=O)c3ccc(C)cc3)nn21 (stereo not given)	x	1%
CCOC(=O)c1cc(-c2ccccc2)sc1NC(=O)CSc1nnc(N)s1	-12%	0%

# (more compounds)
SMILES,SW480 rereplic,KB-V1 MDR tox,MCF10A rereplic,IL1B secr inh,HT1080-NT tox,HT1080 IDH1KD tx,HEK293 tox,D3 ag,KB-3-1 tox
O=Cc1ccc(OCC(=O)Nc2ccccc2C(F)(F)F)cc1,-6%,6%,4%,13,18%,9%,-8%[0.307 µM],-1,4%
Cn1c(NCc2ccccc2Cl)nc2ccccc21,-6%,-13%,-3%,u,-3%,-2%,3%,-10,1%
CCOC(=O)C(NC(C)=O)(Nc1ccc(S(=O)(=O)Nc2cc(C)on2)cc1)C(F)(F)F (stereo not given),-4%,0%,-4%,41,11%,21%,-16%,5,17%
COc1ccc(S(=O)(=O)Nc2c(C)n(C)n(-c3ccccc3)c2=O)cc1C(=O)O,-2%,0%,-1%,17,8%,-1%,3%,4,-2%
O=C(CCN1C(=O)c2ccccc2C1=O)Nc1cccc(S(=O)(=O)N2CCCCC2)c1,-10%,4%,0%,-1,5%,1%,6%,-5,7%
COc1ccc(-c2cc(C(=O)N3CCN(S(=O)(=O)c4ccc(C)cc4)CC3)[nH]n2)cc1,7%,15%,3%,-20,10%,-6%,3%,5,-2%
CCSc1nnc(-c2ccc(S(=O)(=O)N3CCOCC3)cc2)n1C,-1%,-39%,u,-28,-5%,u,-8%,-6,u
CC(=O)c1ccc(OCCCC(=O)N2CCN(S(=O)(=O)c3cc(C)ccc3C)CC2)cc1,-3%,-2%,13%,-24,-2%,5%,-6%,2,-1%
COc1cccc(Oc2nc(-c3ccccc3O)nc3ccccc23)c1,-10%,-9%,-3%,55,8%,4%,-6%,2,-22%
COc1ccc2[nH]c3c(c2c1)CCN1C(=O)C(CC(=O)NCCN2CCOCC2)C[C@H](C(=O)N2CCOCC2)[C@@]31C (stereo not given in full),-21%,-3%,-7%,12,-2%,4%,-7%,7,0%
Cc1ccc2onc(CNC(=O)Nc3cc(F)ccc3F)c2c1,x,4%,x,x,x,x,3%,2,-1%
O=C(NC1CCCCC1)c1ccc(CSc2nc3ccncc3n2Cc2cccc(F)c2)cc1,x,-28%,x,x,x,x,-16%,-21,-15%
Nc1n[nH]c(N)c1N=Nc1ccccc1F,-2%,u,-1%,-21,18%,10%,-18%,4,0%
O=C(O)c1cc([N+](=O)[O-])cc([N+](=O)[O-])c1N1CCN(c2cccc(C(F)(F)F)c2)CC1,0%,-4%,3%,-20,-13%,-1%,2%,-3,u
COc1cccc(N(CC(=O)NC2CCCC2)C(=O)Cn2nnc(-c3ccc(C)cc3)n2)c1,-4%,0%,0%,10,2%[9.24 µM],-8%,-18%,-16,-16%
Cc1cc(C)c(C(=O)OCC(=O)NCc2cccs2)c(C)c1,-2%,-20%,-4%[9.22 µM],-15,-20%,-6%,0%,4,0%
O=C(Nc1ccc([N+](=O)[O-])cc1)N1CCCCCC1,-2%,u,0%,-1,14%,10%,-7%,2,-7%
Cc1ccc(C)c2sc(NC(=O)c3ccc(N4CCCCC4)c([N+](=O)[O-])c3)nc12,-1%,5%,1%,u,11%,6%,-1%,5,18%
Cc1cc(C)c2nc(SCC(=O)N3CC(=O)Nc4ccccc43)c(C#N)cc2c1,1.3µM*,0.73µM*,0.82µM*,44,u,0.92µM*,-16%,-13,0.65µM*
Cn1c(C(=O)NN)cc2cc(Oc3ccccc3)ccc21,5%,-18%,21%,1,-13%,-18%,2%,2,-18%
